# High-throughput results from PubChem.
# TRAIL sens C8 – caspase-8 TRAIL sensitization. NB7+C8 cells + TRAIL, ATPlite viability luminescence. inhibition (viability loss, TRAIL sensitization), % at 10 µM. 1% of 360,000 active;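 active means compounds causing at least 50% loss of cell viability in the single-dose screen, relative to plate controls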
# COUP-TFII inh – NR2F2 (human) inhibition, primary screen | HEK293T NGFI-A luciferase reporter, luminescence | inhibition, % at 8.6 µM | P24468 | 0.7% of 370,000 active;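 active means inhibition above a per-plate cutoff, mean inhibition of test wells between control levels plus 3 SD, cut at about 38% in these data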;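 further: cells cotransfected with COUP-TFII expression vector driving the NGFI-A reporter; 0% = median of COUP-TF2 test wells and 100% = reporter-only cells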
# Target sequence (P24468 whole entry, looked up): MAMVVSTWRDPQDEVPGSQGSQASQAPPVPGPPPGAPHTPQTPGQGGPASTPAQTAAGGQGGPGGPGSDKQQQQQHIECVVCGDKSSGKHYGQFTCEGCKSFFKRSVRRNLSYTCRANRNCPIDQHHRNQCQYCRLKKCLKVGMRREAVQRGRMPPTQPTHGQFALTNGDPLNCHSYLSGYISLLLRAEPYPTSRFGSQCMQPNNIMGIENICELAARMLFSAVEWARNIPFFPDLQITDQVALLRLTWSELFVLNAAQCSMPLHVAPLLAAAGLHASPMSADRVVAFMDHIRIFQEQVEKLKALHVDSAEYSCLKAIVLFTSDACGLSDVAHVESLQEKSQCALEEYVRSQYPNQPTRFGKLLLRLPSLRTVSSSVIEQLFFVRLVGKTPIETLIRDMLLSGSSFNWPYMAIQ
# NR5A2 inv ag – inverse agonists of human LRH-1 (NR5A2) | HEK293T StAR-luciferase reporter, LRH-1 transfected, 24 h | AID 602396 | O00482 | inhibition, % at 3.6 µM | 0.13% of 360,000 active;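 active means inhibition above the mean inhibition of all tested compounds plus 3 SD, cut at about 73% in these data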;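 further: 0% = DMSO wells and 100% = reporter-only cells lacking LRH-1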
# Target sequence (O00482 whole entry, looked up): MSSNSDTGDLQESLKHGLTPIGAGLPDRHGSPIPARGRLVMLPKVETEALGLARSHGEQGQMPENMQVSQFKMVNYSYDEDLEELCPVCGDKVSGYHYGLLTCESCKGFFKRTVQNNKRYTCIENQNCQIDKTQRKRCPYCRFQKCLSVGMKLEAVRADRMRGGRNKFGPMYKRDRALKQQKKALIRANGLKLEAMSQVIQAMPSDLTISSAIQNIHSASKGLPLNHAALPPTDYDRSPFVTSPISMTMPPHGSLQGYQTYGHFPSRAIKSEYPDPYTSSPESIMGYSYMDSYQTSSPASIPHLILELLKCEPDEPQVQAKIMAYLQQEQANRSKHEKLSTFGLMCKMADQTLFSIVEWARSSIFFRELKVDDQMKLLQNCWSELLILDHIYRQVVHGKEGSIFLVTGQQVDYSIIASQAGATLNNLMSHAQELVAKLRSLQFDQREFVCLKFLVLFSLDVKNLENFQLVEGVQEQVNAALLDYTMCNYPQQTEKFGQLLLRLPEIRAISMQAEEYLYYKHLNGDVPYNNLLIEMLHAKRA
# TROY signal inh – TROY signaling inhibition. Q293 LMP1-TROYcd NF-kB luciferase reporter, 4 h. inhibition, % at 10 µM. 0.98% of 360,000 active;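 active means compounds whose plate-normalised and pattern-corrected inhibition of the luciferase reporter signal at the single screening dose is 50% or more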
# TWEAK Fn14 block – inhibitors of TWEAK-Fn14 interaction signaling | TWEAK-stimulated Fn14 reporter cells, luciferase luminescence, 8 h | inhibition, % at 10 µM | 2% of 360,000 active | AID 1159606; in the data active means inhibition above about 50%
# CF NFkB inh – inhibitors of cystic fibrosis induced NF-kB; inhibition, % at 5 µM; 0.86% of 360,000 active; AID 588850; KKLEB NF-kB-GFP reporter, PAF-induced, GFP fluorescence overnight;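 active means at least 50% inhibition at 5 µM, scaled per plate between neutral and stimulator controls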;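 further: PAF is a Pseudomonas aeruginosa culture filtrate used as stimulus; plate controls were PAF-stimulated DMSO wells for no effect and unstimulated DMSO wells for full effect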
# NCOA1 inh – inhibits human SRC1 coactivator. Q15788. HEK293 GAL4-SRC1 luciferase reporter, luminescence. inhibition, % at 3.6 µM. 0.12% of 360,000 active. AID 588354;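 active means inhibition above the campaign mean plus 3 SD, with each screening campaign given its own cutoff, cut at about 60% in these data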;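 further: 0% = DMSO treated cells and 100% = gossypol at 36 µM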
# SRC3 inh – inhibitors of human steroid receptor coactivator 3 (SRC3) | HEK293 GAL4-SRC3 luciferase reporter, luminescence | inhibition, % at 3.6 µM | 0.17% of 360,000 active;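 active means inhibition above a per-campaign cutoff, the mean of all compounds plus 3 SD, cut at about 60% in these data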;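 further: 0% = DMSO-treated cells and 100% = gossypol-treated cells at 36 µM; higher means less SRC3-driven luciferase light from the GAL4 reporter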
# EBV LMP1 NFkB – inhibitors of Epstein-Barr LMP1-induced NF-kappaB reporter; LMP1-induced NF-kappaB luciferase reporter cells, luminescence; inhibition, % at 12.5 µM; 0.69% of 350,000 active; AID 504558; in the data active means inhibition above about 41%;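 further: 0% = neutral control wells and 100% = reference inhibitor control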
# KKLEB tox – counter-screen for CF NF-kB inhibitors: cytotoxicity | AID 602141 | KKLEB CF airway cells viability, ATPlite luminescence, overnight; stronger effect = lower value; cells stimulated with P. aeruginosa culture filtrate | activity change (cytotoxicity), % at 5 µM | 0.36% of 360,000 active;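 active means corrected activity change at or below -50% at 5 µM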
# SRC2 inh – inhibits human steroid receptor coactivator 2; AID 651957; inhibition, % at 9 µM; 0.17% of 370,000 active; HEK293 GAL4-SRC2 luciferase reporter, luminescence;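 active means inhibition above the mean inhibition of all tested compounds plus 3 SD, set per campaign, cut at about 52% in these data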;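 further: 0% = DMSO treated cells and 100% = cells given Gossypol at 36 µM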
# Active calls of the source: *; . = no result given.
SMILES,TRAIL sens C8,COUP-TFII inh,NR5A2 inv ag,TROY signal inh,TWEAK Fn14 block,CF NFkB inh,NCOA1 inh,SRC3 inh,EBV LMP1 NFkB,KKLEB tox,SRC2 inh
O=C(NCCS(=O)(=O)c1ccc(Br)cc1)c1ccc(F)cc1,-8,-8,14,-22,-9,-30,-12,10,-5,16,-6
Cc1ccc(Br)cc1S(=O)(=O)Nc1cccnc1,-2,14,13,-11,10,-1,14,12,7,2,-28
Cc1ccc(CN2CCN(CCCn3cnc4c(OCc5ccccc5)ncnc43)CC2)cc1,12,27,13,13,29,-2,18,21,24,-14,22
CCN(CC(=O)Nc1c(F)cccc1F)C(=O)c1nc2nc(C)cc(C)n2n1,-5,-3,-7,21,-7,7,-4,10,-4,12,10
COc1cc(NC(=S)NCc2cccnc2)cc(OC)c1OC,11,4,-19,12,-18,-6,2,9,-1,0,-9
Cc1ccc2oc(C(=O)NCC(c3ccco3)N3CCCC3)c(C)c2c1 (stereo not drawn),14,-3,-16,-46,17,0,9,0,-20,-7,-17
CCN(C(=O)CSc1nnc(COc2ccccc2F)n1N)c1c(N)n(Cc2ccccc2)c(=O)[nH]c1=O,6,-4,8,-4,-4,-11,-1,5,2,17,-24
Cc1ccc2nc(SC(C)C(=O)N3CCCCC3)[nH]c2c1 (stereo not drawn),-4,-20,-14,-40,15,14,-18,2,-16,7,-13
Cc1cc(C)n(C2CCCCC2OC(=O)c2ccccc2)n1 (stereo not drawn),11,7,8,8,-24,-4,7,15,-3,-4,6
O=C(/C=C/c1ccc(Br)cc1)NC(=O)c1ccccc1O,63*,-47,-110,31,22,10,-92,-96,-26,-25,-57
CC(C)C[C@@H]1CN=C(N)N1C[C@@H]1CCCN1C[C@H](C)N1C[C@@H](Cc2ccccc2)N(CCCC2CCCC2)C1=N,13,3,-27,14,-11,14,1,-19,3,-2,-3
Cc1ccc2c(CC(=O)NCc3cccs3)coc2c1,13,13,-48,-48,-6,20,-40,-20,-8,-19,-57
Cc1cc2c(cc1S(=O)(=O)NCCc1ccccc1)NC(=O)CO2,-2,-8,-18,-6,-18,-21,2,3,4,14,-1
CCOC(=O)C1(Cc2ccccc2)CCN(CC2CC=CCC2)CC1 (stereo not drawn),15,-4,1,-5,-34,13,13,16,1,-26,7
Cc1cc(=O)oc2c(C)c3occc3cc12,-1,5,0,-11,-16,-40,0,7,0,5,-16
CCC(C)NS(=O)(=O)c1ccc(OC)c(Cl)c1Cl (stereo not drawn),-2,8,14,-4,7,5,1,0,-3,-4,1
CCN1CCN(C(C)CCc2ccccc2)CC1 (stereo not drawn),8,3,5,-11,3,3,4,-7,-4,-5,-8
CCN(CCO)Cc1cc(=O)oc2c(C)c(C)ccc12,6,1,-21,-7,13,1,-7,10,1,11,6
C[C@H](CO)N1C[C@H](C)[C@@H](CN(C)C(=O)NC2CCCCC2)Oc2c(NC(=O)C3CC3)cccc2C1=O,-5,12,0,-8,-7,13,1,-58,-10,-15,-2
Cc1ccc(C(=O)NC(O)C(Cl)Cl)cc1 (stereo not drawn),-3,14,-6,21,1,5,-1,25,-20,11,13
CCCCCCCCC(=O)N/N=C/c1ccccn1,4,-11,3,-7,-14,-8,-3,6,2,-8,-13
CCOC(=O)C1(CCCc2ccccc2)CCN(C(=O)Cn2nc(C)nc2C)CC1,-7,10,1,-3,14,10,-5,15,-7,0,14
Cc1nc(NC(=O)/C=C/c2ccccc2)sc1C(=O)NCCO,-1,-14,-11,-19,0,-20,-8,-5,-2,8,-71
COCCOC(=O)C1=C(C)OC(N)=C(C#N)C1c1ccco1 (stereo not drawn),1,-11,-4,3,-17,6,-6,24,-1,-3,-7
Cc1cc(C)n(-c2nc3nonc3nc2Nc2cccc(C)c2C)n1,-16,0,18,-4,19,9,-8,8,2,-4,10
# Next part.
SMILES,TRAIL sens C8,COUP-TFII inh,NR5A2 inv ag,TROY signal inh,TWEAK Fn14 block,CF NFkB inh,NCOA1 inh,SRC3 inh,EBV LMP1 NFkB,KKLEB tox,SRC2 inh
O=c1c2ccccc2nnn1CSc1nnc(-c2ccco2)o1,3,-8,4,-47,-24,-19,-11,-5,-14,0,-9
O=C(COc1ccc2ccccc2c1)N1CCN(c2ccccc2O)CC1,4,17,2,2,14,2,4,18,-2,2,-18
Cc1ccc(S(=O)(=O)N2c3ccccc3OCC2C(C)(C)C)cc1 (stereo not drawn),-3,21,1,6,29,16,16,4,9,-5,-30
COc1cc(/C=C2\SC(=S)N(Nc3ccccc3)C2=O)cc(OC)c1OC,-2,1,7,-8,0,-5,-12,2,-1,5,-24
COc1ccccc1N=Cc1nc(-c2ccccc2)oc1OC(C)=O,3,-12,1,6,9,-5,-14,0,-25,3,-20
Cc1ccccc1NC(=O)CN1CCC(NC(=O)Nc2ccccc2)CC1,-3,0,36,6,15,-8,3,-5,-3,9,-15
CCOC(=O)/C(C#N)=C/c1c(N2CCN(C)CC2)nc2c(C)cccn2c1=O,-17,14,-18,-8,15,28,-8,-31,2,-26,2
COc1cccc(CNc2nc3cc(-c4ccc(F)cc4)sc3c(=O)n2C)c1OC,10,32,-4,3,25,12,9,-16,.,-12,-18
O=C(Nc1ccc(F)cc1)c1ccc(NC(=O)C2CCCO2)cc1 (stereo not drawn),5,.,-52,-21,0,-3,-29,-8,-7,3,.
Cc1cccc(NS(=O)(=O)c2ccc(-c3cnc(C4CC4)o3)cc2)c1,34,13,32,51*,31,40,-5,11,11,-21,-15
Cc1ccc(S(=O)(=O)Nc2cccc(-c3ccc(N4CCCCCC4)nn3)c2)c(C)c1,6,-43,-56,40,23,9,-44,-54,-29,-2,-57
COC(=O)Nc1ccc(S(=O)(=O)Nc2ccccc2F)cc1,7,-4,11,-4,-6,-2,-3,-18,-2,-1,-19
COC(=O)c1cc(-c2ccc(S(=O)(=O)N3CCCC(C)C3)cc2)c(C(F)(F)F)s1 (stereo not drawn),4,14,2,-2,-2,7,-18,3,-8,-3,8
CN(C(=S)Oc1ccc(C(=O)Nc2ccccc2)cc1)c1ccccc1,14,17,1,32,35,18,0,18,9,1,30
CN(Cc1ccco1)S(=O)(=O)c1ccc(CN2C(=O)c3cccnc3C2=O)s1,5,-5,22,-12,6,-3,-1,18,-4,12,10
C[C@H](CO)N1C[C@H](C)[C@@H](CN(C)Cc2cccnc2)OCc2cnnn2CCCC1=O,-12,-12,3,-4,10,4,2,9,-6,-41,-20
COc1ccc(S(=O)(=O)NCC2CCCN(C(=O)C3CCCC3)C2)cc1 (stereo not drawn),8,-3,-1,6,3,0,5,26,8,0,-1
CCO/C=C1/C(=O)N(CC)c2ccccc21,26,3,-1,-18,-37,0,11,-3,0,-11,10
COc1cccc(Nc2ncccc2C(=O)NCc2ccccc2)c1,-10,-1,5,4,-8,-8,-2,3,-3,-6,1
CC[N+](CC)(CC)C/C=C/CN1CCCCC1,-2,-7,22,10,-17,12,-6,16,2,-2,23
CCC1(C2=CCCCC2)C(=O)NC(=O)N=C1N (stereo not drawn),0,2,8,8,-8,12,-1,4,-1,-7,-11
c1ccc(C(c2ccccc2)N2CCN(C(c3ccccn3)c3nnnn3C3CCCC3)CC2)cc1 (stereo not drawn),-9,.,4,3,-7,16,9,10,2,-8,.
O=C(CSc1nc2nn(-c3ccccc3)c(=O)c-2c2n1CCCCC2)Nc1ccc(F)cc1F,2,-5,-1,0,6,7,9,9,-6,-12,12
Cc1cc(C(C)(C)C)ccc1NC(=O)CC(C)(C)CC(=O)O,3,-3,-22,-44,-29,15,-14,-4,-3,-5,-8
COC(=O)c1sccc1NC(=O)CSc1ccccc1N,22,14,-10,10,24,-21,-9,15,-2,7,0
# More entries follow.
SMILES,TRAIL sens C8,COUP-TFII inh,NR5A2 inv ag,TROY signal inh,TWEAK Fn14 block,CF NFkB inh,NCOA1 inh,SRC3 inh,EBV LMP1 NFkB,KKLEB tox,SRC2 inh
COc1cccc(/C=N/c2oc(-c3ccccc3)cc2C#N)c1O,2,-12,3,2,-10,4,-28,8,9,6,-22
O=C1/C(=C/c2cccs2)CCC1C1CCCC1 (stereo not drawn),18,0,-9,-59,-2,-3,-53,-21,-14,0,-65
O=C(c1ccc(-c2ccccc2)cc1)N1CCN(c2ncccn2)CC1,-16,3,2,-14,-8,-2,-32,19,-8,-6,-5
N#C/C(=C\c1c(Cl)cccc1Cl)c1nn(-c2ccccc2)c(-n2cccc2)c1C#N,-1,14,1,15,25,16,1,16,17,-1,0
CCCn1c(N)c(C(=O)CSc2nnc(-c3cccs3)n2C2CC2)c(=O)[nH]c1=O,0,-6,-27,-13,-3,21,-4,-3,0,7,-33
COc1cccc(C(C(=O)NC2CCCCC2)N(C(=O)Cc2cccs2)c2ccc(-n3cnnn3)c(OC)c2)c1 (stereo not drawn),0,19,9,-4,-5,6,-1,2,19,4,20
Cc1cccc(C)c1NS(=O)(=O)c1ccc(NC(=O)c2ccc(Cl)c([N+](=O)[O-])c2)cc1,-1,-1,-2,68*,87*,-1,-4,6,12,-3,-12
Cc1cccc2cc(C#N)c(NCCNC(=O)COc3ccccc3)nc12,1,-14,-9,-21,13,-7,7,4,-6,-3,-16
CCOC(=O)/C=C1/SCC(=O)N1CC(=O)Nc1cccc(F)c1,-34,0,11,4,-15,1,-3,-4,-4,16,1
COc1cc(/C=C2\CCC/C(=C\c3ccc(O)c(OC)c3)C2=O)ccc1O,31,12,-26,47,85*,-11,-2,3,-9,-16,13
O=C(c1ccc(CS(=O)(=O)c2ccc(Br)cc2)o1)N1CCCC1,1,7,-14,-9,-1,-3,-1,9,-1,-2,0
COc1ccc(CN2CCN(C(=O)C3CCC(CNS(=O)(=O)c4ccc(C)cc4)CC3)CC2)c(OC)c1OC (stereo not drawn),11,16,20,-4,7,-11,20,19,7,8,16
CC(C)(C)NC(=O)NCc1ccco1,-1,17,-2,-13,-19,-18,3,4,8,6,4
COc1ccc(CNC(=O)C(OC(=O)c2ccco2)c2ccccc2)cc1 (stereo not drawn),9,-5,1,2,16,13,-4,16,-2,0,3
CCOc1ccc(S(=O)(=O)NCCC(=O)Nc2cccc(C(=O)OC)c2)cc1,5,-10,-18,-4,-22,1,-16,-15,-11,1,-14
COc1ccc(NC(=O)CN(C)C(=O)c2cc(C)on2)cc1,-3,4,13,-2,3,-13,-7,-43,1,-2,3
NC(=O)C1(N2CCCCC2)CCN(c2nc(-c3ccccc3)cs2)CC1,-1,-2,-11,5,3,5,-16,-6,3,-5,-10
CC(C)Oc1ccc(C(CC(=O)O)n2cnnn2)cc1 (stereo not drawn),-2,11,17,-12,-12,1,1,-1,-3,-4,-29

# 4 compounds drawn at random from those above, as already listed:
SMILES,TRAIL sens C8,COUP-TFII inh,NR5A2 inv ag,TROY signal inh,TWEAK Fn14 block,CF NFkB inh,NCOA1 inh,SRC3 inh,EBV LMP1 NFkB,KKLEB tox,SRC2 inh
COc1cccc(/C=N/c2oc(-c3ccccc3)cc2C#N)c1O,2,-12,3,2,-10,4,-28,8,9,6,-22
N#C/C(=C\c1c(Cl)cccc1Cl)c1nn(-c2ccccc2)c(-n2cccc2)c1C#N,-1,14,1,15,25,16,1,16,17,-1,0
O=C(c1ccc(-c2ccccc2)cc1)N1CCN(c2ncccn2)CC1,-16,3,2,-14,-8,-2,-32,19,-8,-6,-5
CCCn1c(N)c(C(=O)CSc2nnc(-c3cccs3)n2C2CC2)c(=O)[nH]c1=O,0,-6,-27,-13,-3,21,-4,-3,0,7,-33
